ARNT-TACC3 inh – disruptors of human ARNT/TACC3 interaction; AlphaScreen His-ARNT PAS-B/GST-TACC3 binding, luminescence; TACC3 fragment carries E629A point mutation; inhibition, % at 9.99 µM; 390,000 tested, 0.66% active; AID 623870;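 active = mean inhibition of replicates at least 50% and at least half of replicates each reaching 50%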;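 note: 0% = complete ARNT plus TACC3 wells and 100% = ARNT alone without TACC3; many hits fall short of the cut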
esBAF inh – inhibitors of esBAF chromatin remodeling in mouse ES cells; Bmi1-luciferase knock-in reporter, 24 h; 100% = twice the neutral-well signal; reporter increase, % at 12.5 µM; 350,000 tested, 2% active; AID 602393; in the data active = activation above about 40%;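 note: 0% = median of the plate's neutral control wells and 100% = double that signal; a rise in the Bmi1 reporter signal indicates esBAF inhibition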
RAD52 inh – blocks human RAD52 DNA annealing; P43351; recombinant RAD52 DNA annealing, FRET fluorescence; inhibition, % at 18.7 µM; 360,000 tested, 0.46% active;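 active = every replicate showing at least 50% inhibition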
ERAP1 HTS inh – blocks human ERAP1 aminopeptidase activity; Q9NZ08; recombinant ERAP1, Leu-AMC fluorescence, 60 min; inhibition, % at 10.7 µM; 340,000 tested, 0.15% active; AID 652197;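 active = mean replicate inhibition of at least 30%, or all replicates individually reaching that 30% level; inactive = mean below 30% and not every replicate reaching it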;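 note: 0% = neutral control wells and 100% = L-leucinethiol positive control wells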
Target sequence (Q9NZ08 whole entry, looked up): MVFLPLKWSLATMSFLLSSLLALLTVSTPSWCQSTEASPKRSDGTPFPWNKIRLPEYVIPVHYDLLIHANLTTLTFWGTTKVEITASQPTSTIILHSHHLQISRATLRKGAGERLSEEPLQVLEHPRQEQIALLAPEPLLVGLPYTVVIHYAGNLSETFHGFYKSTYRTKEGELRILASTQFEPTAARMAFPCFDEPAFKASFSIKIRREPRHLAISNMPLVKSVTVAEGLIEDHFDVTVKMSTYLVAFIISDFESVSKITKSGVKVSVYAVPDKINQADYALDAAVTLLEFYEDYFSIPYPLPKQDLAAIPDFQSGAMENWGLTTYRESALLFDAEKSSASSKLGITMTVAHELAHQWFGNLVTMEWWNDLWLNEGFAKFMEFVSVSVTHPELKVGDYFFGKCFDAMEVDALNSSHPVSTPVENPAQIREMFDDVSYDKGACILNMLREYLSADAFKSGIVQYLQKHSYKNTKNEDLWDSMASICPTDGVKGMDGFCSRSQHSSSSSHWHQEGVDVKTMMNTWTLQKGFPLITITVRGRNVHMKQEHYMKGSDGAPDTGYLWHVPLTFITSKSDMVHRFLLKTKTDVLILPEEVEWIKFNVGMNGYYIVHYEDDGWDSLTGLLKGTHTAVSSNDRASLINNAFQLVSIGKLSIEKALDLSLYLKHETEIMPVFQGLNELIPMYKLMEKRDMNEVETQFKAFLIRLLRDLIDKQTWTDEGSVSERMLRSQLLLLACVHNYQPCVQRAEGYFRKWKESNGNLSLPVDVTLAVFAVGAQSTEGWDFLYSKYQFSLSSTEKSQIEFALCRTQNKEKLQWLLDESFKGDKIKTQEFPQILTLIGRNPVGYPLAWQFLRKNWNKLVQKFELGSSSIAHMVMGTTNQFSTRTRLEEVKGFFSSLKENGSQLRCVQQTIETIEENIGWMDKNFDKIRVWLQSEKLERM
Xi reactivation – X-chromosome reactivation activator | XiGFP mouse fibroblasts, % GFP-positive cells imaging, 3 d; cells co-treated with 5-aza-dC sensitizer; scaled so ellipticine positive control = 100% | activation, % at 7.58 µM | 360,000 tested, 0.055% active | AID 743238;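 active = mean normalized replicate activation at least 10% and every replicate at or above 10%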;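 note: 0% = median of on-plate neutral control wells and 100% = ellipticine 6 µM median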
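material = 68-5-11 XiGFP fibroblast line | medium = DMEM plus 5-aza-dC sensitizer | schedule = 3 days compound exposure | benchmarks = positive control ellipticine, 6 µM final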
RAD54 inh – inhibitors of human RAD54 branch migration; Q92698; RAD54 Holliday junction branch migration, FAM/BHQ fluorescence; inhibition, % at 10.4 µM; 360,000 tested, 0.14% active;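 active = mean normalized replicate activity at least 40 and at least half of replicates scoring 40 or more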;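 note: 0% = median of neutral control wells and 100% = median of positive control wells; inhibitors cause a drop in the FAM fluorescence signal; in these data hits start at about 50%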
F508del corr – CFTR F508del correction in bronchial cells. 350,000 tested, 0.36% active. CFBE cells, YFP halide quenching; stimulated with forskolin plus potentiator P3; % fluorescence drop versus neutral controls. activity (quench increase), % at 7.58 µM;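 active = mean added fluorescence quench of at least 8% versus neutral control, with both replicates also reaching 8%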;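 note: cells transiently co-express mutant CFTR-F508del with the halide-sensitive YFP; corrector assay measuring rescue of mutant channel to the surface after 24 h compound exposure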
INS-1E GSIS act – GLuc luminescence reporter in INS-1E cells, primary screen for activators of glucose-dependent secretion of insulin; INS-1E GLuc reporter insulin secretion, 2-3 h; activation, % at 16.6 µM; 370,000 tested, 0.61% active;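 active = lowest replicate activation of at least 40%, so every replicate reaches that level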;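 note: 0% = median of neutral control wells and 100% = median of IBMX positive control wells; some compounds called inactive have numbers as strong as hits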
* hit, by the source's call; · = no result given; & = joins results of further samples.

Below each SMILES – ARNT-TACC3 inh, esBAF inh, RAD52 inh, ERAP1 HTS inh, Xi reactivation, RAD54 inh, F508del corr, INS-1E GSIS act
- Cc1nc(-c2cccc(Br)c2)ccc1C(=O)O
    -9, ·, -26, 4, 0.5, ·, 0.0, 3
- Cc1ccc(NC(=O)CN2CCN(Cc3ccccc3)CC2)cc1F
    -1, -6, -7, 1, 0.0, 2, 3.1, 3
- CCCNC(=O)C1CC(=O)N(c2ccc(OCc3ccccc3)cc2)C1 (centres undefined)
    ·, -1, -21, 0, 0.3, 0, -4.3, ·
- Cc1cc(C)c(C)c(OCCCCN2CCCCC2)c1
    -2, -6, 5, -2, 0.0, -1, -0.7, ·
- C[C@H](CO)N1C[C@H](C)[C@@H](CN(C)C(=O)Nc2cccc3ccccc23)Oc2c(NC(=O)c3ccncc3)cccc2C1=O
    21, 7, -3, ·, 0.4, 15, 1.3, 7
- COc1ccc(N(CC(=O)Nc2ccc(C)cc2C)S(=O)(=O)c2ccccc2[N+](=O)[O-])c(OC)c1
    9, ·, -16, 7, 0.0, ·, 1.9, 3
- COc1ccc(NC(=O)Cn2nnc(-c3ccccc3NS(=O)(=O)c3ccc(OC)cc3)n2)cc1
    -6, ·, -4, -1, -0.1, -3, 1.2, -9
- CN(C)CC#Cc1ccc([C@@H]2[C@@H](CO)N3CCCCN(C(=O)C4CC4)C[C@H]23)cc1
    0, ·, 16, 2, ·, -2, 1.9, ·
- CC(=O)NC[C@H]1[C@@H](c2ccc(C3=CCCCC3)cc2)[C@@H](CO)N1C(=O)NC(C)C
    -2, 7, ·, ·, 0.1, 4, -2.4, 7
- O=C(O)/C(=C\c1ccc2ccccc2c1)c1cccc2ccccc12
    5, ·, -11, 0, 0.3, ·, 4.4, ·
- O=C(CN1CCOCC1)NCC[C@H]1CC[C@H](NC(=O)Nc2ccc(F)cc2)[C@@H](CO)O1
    1, 3, -5, -2, 0.1, -4, 0.8, 12
- O=S(=O)(c1ccccc1)N1CC2(C1)[C@@H](c1ccccc1)[C@@H](CO)N2CC1CCOCC1
    ·, ·, -30, -13, 0.3, ·, 5.5, -4
- O=c1ccnc(SCCC(F)=C(F)F)[nH]1
    -7, ·, 5, 1, 0.2, ·, 1.6, -4
- O=C(NNC(=O)c1cc2ccccc2cc1O)Nc1ccc(Br)cc1
    -1, ·, -1, -1, -0.2, -4, 2.0, 28
- Cc1ccc(S(=O)(=O)NCC(=O)OCc2csc(CC(=O)Nc3ccccc3C)n2)cc1C
    ·, -5, -44, 1, 0.0, 9, -4.3, -11
- O=C(Nc1cccc(Cl)c1)Nc1nnc(-c2ccncc2)s1
    -6, ·, -26, -2, 0.0, ·, 0.5, -7
- Cc1ccc(NC(=O)c2cc(C(=O)Nc3ccc(C)cc3)n(C)n2)cc1
    0, ·, 6, -3, 0.7, ·, -1.2, 2
- COc1ccc(CN(C)CCCn2ccc(N)nc2=O)cc1OC
    ·, -3, 6, 1, 0.2, -3, 0.8, 3
- O=C(COC(=O)c1cnc(Cl)c(Cl)c1)NC1CCCCCC1
    ·, -6, 1, -1, 0.1, ·, 0.5, 19
- Cc1cc2cc(CNC(=O)c3ccco3)ccc2n1C
    2, 5, -28, 4, -0.4, 0, -0.3, -14
- COc1cccc(NC(=O)N2CC(=O)N3[C@H](C2)[C@H](c2ccc(C#CC4CCCC4)cc2)[C@@H]3CO)c1
    ·, ·, 14, -4, 0.0, ·, 6.4, 2
- Cc1cnc(NC(=O)c2c(Cl)cnn2C)s1
    -8, ·, -10, -5, 0.0, -2, -2.3, 21
- CC(C)NC(=O)Nc1ccc2c(c1)C(=O)N([C@H](C)CO)C[C@H](C)[C@H](CN(C)Cc1ccncc1)OCCCC[C@@H](C)O2
    21, ·, 0, 4, 0.0, 4, 2.2, 23
- CCCCC(=O)Nc1ccc2c(c1)nc(CN1CCN(C(=O)OCC)CC1)n2C
    -2, 4, -1, 2, 0.0, 0, 0.1, 3
- Nc1ccn([C@@H]2O[C@H](C(=O)N[C@H](Cc3ccccc3)C(=O)N3CCN(CC(=O)N4CCCC4)CC3)[C@@H](O)[C@H]2O)c(=O)n1
    ·, ·, -5, -1, 0.0, ·, 1.1, ·
- O=C(COc1ccccc1F)Nc1nc(-c2ccccn2)cs1
    70*, ·, -21, 0, 1.1, ·, 2.2, ·
- CC(C)Cn1c(=S)[nH]c2cc(C(=O)NCc3ccccc3F)ccc2c1=O
    ·, -12, -4, -1, 0.2, 5, -2.3, -1
- CC(C)NC(=O)Nc1cccc2c1O[C@H](CN(C)C(=O)Nc1cccc3ccccc13)[C@@H](C)CN([C@@H](C)CO)C2=O
    4, -1, -1, 0, 0.5, -11, -0.6, -7
- O=C(NCc1ccccc1)c1ccc(NC(=O)C2CCCCC2)cc1
    -5, 2, -7, 0, -0.1, -9, -6.7, -2
- Cn1c(CNC(=O)CCNC(=O)c2cccc(F)c2)cc(=O)n(C)c1=O
    -4, -4, -3, -4, 0.1, 6, -2.1, 24
- CN1CCCc2nc(-c3ccccc3)ccc21
    ·, ·, -12, 1, 0.0, ·, 2.5, 15
- O=C(/C=C/c1ccco1)N/C(=C\c1ccccc1)C(=O)NCCc1nc2ccccc2[nH]1
    -1, ·, -189, 0, 0.0, ·, ·, -5
- COc1cccc(-c2cnc3c(c2)C(=O)N([C@H](C)CO)C[C@H](C)[C@H](CN(C)S(=O)(=O)c2cccs2)O3)c1
    7, -3, -1, 0, -0.6, 7, -4.2, -21
- CCOC(=O)c1c(CSC(=N)N)n(-c2ccc(Br)cc2)c2cc(Br)c(OC(C)=O)cc12
    0, 2, ·, ·, 0.0, 6, ·, 7
- O=C1CC(c2ccccc2)C(=O)N2C(=O)CC(c3ccccc3)C(=O)N12 (centres undefined)
    5, -5, -12, 0, 0.4, -1, -1.8, 33
- Cc1ccccc1NC(=O)CSc1nnc2ccc(-c3ccccn3)nn12
    1, ·, -5, 5, 0.2, ·, 1.3, 4
- O=C(N/N=C/c1ccc(Cl)cc1Cl)c1ccncc1
    10, 36, -12, 12, 0.1, -1, -0.7, 3
- C[C@@H]1CN([C@@H](C)CO)C(=O)CCCn2nncc2CO[C@H]1CN(C)S(=O)(=O)c1cn(C)cn1
    -2, -1&-3, -8&-5, -1&-2, 0.1&0.3, 5&4, 1.7&-0.5, 9&7
- Cc1ccc(-c2nc(CS(=O)CC(=O)N3CCN(c4ncccn4)CC3)c(C)o2)cc1 (centres undefined)
    ·, -6, -18, 1, 1.4, -7, 2.0, ·
- CCOC(=O)c1c(C)[nH]c(C)c1C(=O)COC(=O)c1cccs1
    1, -5, -32, 1, 0.3, -11, -2.1, 5
- CC(C)(C)S(=O)(=O)N1Cc2cc(CO)cc(CCO)c2[C@H]1CCO
    -6, -7, -4, 2, 0.0, -7, -0.4, -1
- O=C1C=C(c2ccc(F)cc2OCc2ccccc2)C[C@@H](c2ccc(Cl)cc2)C1
    -5, -17, -17, -3, -0.6, -10, 1.5, -2
- O=C(C[C@H]1CC[C@H]2[C@@H](COC[C@@H](O)CN2C(=O)c2cccnc2)O1)Nc1ccc(-c2ccccc2)cc1
    -1, 8, 2, -1, 0.5, -1, 0.1, -12
- CN(C)C(=O)C[C@@H]1C=C[C@H](NC(=O)c2ccc(F)cc2)[C@H](CO)O1
    -4, 4, -2, -1, 0.5, -6, -0.5, 11
- CCC1CCCCN1CCCNC(=O)CCNC(=O)Cn1cnc2ccccc2c1=O (centres undefined)
    -1, -2, 0, 2, 0.0, 0, 1.0, 3

Single records, as listed above. Values in the order: ARNT-TACC3 inh | esBAF inh | RAD52 inh | ERAP1 HTS inh | Xi reactivation | RAD54 inh | F508del corr | INS-1E GSIS act
`O=C1CC(c2ccccc2)C(=O)N2C(=O)CC(c3ccccc3)C(=O)N12` (centres undefined) is entered as 5 | -5 | -12 | 0 | 0.4 | -1 | -1.8 | 33
`O=C(/C=C/c1ccco1)N/C(=C\c1ccccc1)C(=O)NCCc1nc2ccccc2[nH]1` is entered as -1 | · | -189 | 0 | 0.0 | · | · | -5
`CN1CCCc2nc(-c3ccccc3)ccc21` is entered as · | · | -12 | 1 | 0.0 | · | 2.5 | 15
`CCC1CCCCN1CCCNC(=O)CCNC(=O)Cn1cnc2ccccc2c1=O` (centres undefined) is entered as -1 | -2 | 0 | 2 | 0.0 | 0 | 1.0 | 3

The list continues:
Below each SMILES – ARNT-TACC3 inh, esBAF inh, RAD52 inh, ERAP1 HTS inh, Xi reactivation, RAD54 inh, F508del corr, INS-1E GSIS act
- Cc1ccnc(NCc2ccc(Cl)cc2)c1
    -3, 19, -11, 0, 0.0, 5, 1.3, 12
- CCCNC(=O)N[C@@H]1CC[C@@H](CC(=O)NC2CCCCC2)O[C@H]1CO
    -5, -1, 1, 0, -0.5, 0, 3.9, 4
- Cc1cc(C)nc(Oc2ccc(Br)cc2Br)n1
    -6, 21, -2, -1, 0.0, ·, 0.9, 4
- CC(C)NC(=O)N(C)C[C@@H]1Oc2ccc(NC(=O)C3CCCCC3)cc2CC(=O)N([C@@H](C)CO)C[C@@H]1C
    -26, 2, -7, 1, 0.2, -2, 0.0, -14
- Cc1ccc(S(=O)(=O)Nc2cccc(C(=O)N3CCOCC3)c2)c(C)c1NS(C)(=O)=O
    -12, -2, -21, -3, 0.4, ·, -0.6, 21
- O=C(NCc1ccco1)c1ccccc1
    -2, 1, -4, 1, 0.1, 1, 2.8, -8
- COc1ccccc1N1CCN(C(=O)CCc2nnc3ccc(N4CCCC4)nn23)CC1
    2, -2, 5, 1, 0.1, -6, -0.7, 7
- CCOC(=O)COc1ccccc1C1Nc2ccccc2C(=O)N1c1cccc(Cl)c1 (centres undefined)
    -4, ·, -33, -3, ·, ·, -2.7, 3
- N/C(=N\S(=O)(=O)c1ccc(Cl)cc1)N1CCOCC1
    0, -5, -17, ·, -0.1, 8, -1.6, 6
- O=C(C[C@H]1CC[C@@H]2[C@H](COC[C@H](O)CN2C(=O)C2CC2)O1)NCc1ccncc1
    -5, -2, 2, 1, 0.0, -2, -0.7, 11
- CC(Oc1ccc(F)cc1)C(=O)Nc1cccc(S(=O)(=O)N(C)c2ccccc2)c1 (centres undefined)
    ·, -6, -15, 3, 0.0, -14, -2.0, -38
- O=C(Cc1cccnc1)N[C@H]1CC[C@@H](CCNS(=O)(=O)c2ccccc2Cl)O[C@@H]1CO
    ·, 3, ·, ·, 0.0, ·, -3.6, 8
- C=CCc1ccc(OC(=O)NC2CCCCC2)c(OC)c1
    0, 51*, -1, -4, -0.1, 5, 0.3, 5
- CCNS(=O)(=O)c1ccc(NC(=O)Cn2cc([N+](=O)[O-])cn2)cc1
    ·, -7, -11, -2, 0.0, ·, 2.8, 5
- Cc1c(Cl)cccc1NC(=O)[C@@H](NC(=O)c1ccccc1Cl)C(C)C
    ·, ·, -13, 3, 0.2, ·, 4.6, 6
- CCC(C(=O)NC1CCN(C)CC1)c1ccccc1 (centres undefined)
    -12, -7, -3, 0, -0.1, -10, -1.2, -1
- CCN(CC(=O)Nc1cc(Cl)ccc1C)C(=O)Cc1ccsc1
    -4, 3, -11, -2, 0.9, -16, 2.7, -7
- Cc1cccc(NC(=O)NC2(C(=O)NCc3ccco3)CCCCC2)c1
    -4, -3, 3, -1, 0.0, 1, -1.2, 3
- Cc1cc(=O)n(CCCc2ccccc2)[nH]1
    -3, -7, -9, -3, 0.0, 14, 0.7, -16
- COc1cc(/C=C(\C#N)C(=O)Nc2cccc(C(=O)O)c2)ccc1OCc1ccc(Cl)cc1
    4, 7, -12, -9, -0.1, -11, 1.1, -43
- O=C(NC1CC1)c1c(O)c2ccccc2[nH]c1=O
    15, 16, -13, 3, 0.0, -12, -3.9, -1

Just esBAF inh and Xi reactivation (3 entries from above):
| SMILES | esBAF inh | Xi reactivation |
| --- | --- | --- |
| CCN(CC(=O)Nc1cc(Cl)ccc1C)C(=O)Cc1ccsc1 | 3 | 0.9 |
| Cc1cccc(NC(=O)NC2(C(=O)NCc3ccco3)CCCCC2)c1 | -3 | 0.0 |
| Cc1cc(=O)n(CCCc2ccccc2)[nH]1 | -7 | 0.0 |

Assay outcomes deposited in PubChem BioAssay by Broad Institute.
